KinaseGlo FLuc: blocks Kinase-Glo luciferase, a counter-screen artifact. hit rate 0.28% among 200,000. Q27757. AID 1379. Kinase-Glo luciferase, ATP luminescence, 8 min. Potency, µM (highest dose often 38.3 µM), for the others: at the highest dose activity change, negative = inhibition, actives largely listed as inhibitors; note: potency is the fitted concentration of half-maximal effect; % is set by controls: 0 for no effect and ±100 for the full control effect; nearly all actives have a fitted effect of over 60% in size
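Recombinant Kinase-Glo luciferase, 10 uM ATP (linear range), luciferin; imidazole pH 7.2 / KCl / MgCl2 / Tween / BSA buffer; 8 min RT; luminescence.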
Epigenetic derep: derepresses silenced GFP reporter in murine cells | murine LDR cells, GFP reporter derepression, 30 h | Potency, µM (highest dose often 53.9 µM), without a hit: top-dose GFP activation, hits mostly activators | hit rate 0.2% among 280,000; note: potency is the fitted concentration of half-maximal effect; % of control where 0% means no effect; nearly all actives have a fitted effect of over 60% in size
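Derepression of a silenced CMV-GFP reporter in murine LDR cells is scored by enumerating GFP-positive cells with a laser-scanning microplate cytometer after 30 hours of treatment at 37 C.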
LMNA splice mod: LMNA splicing modulation; hit rate 0.01% among 200,000; AID 1487; Potency, µM (titrated, usually from 46.1 µM), without a hit: at the highest dose ratio change, negative = inhibition, usual class: inhibitors; HeLa LMNA splicing GFP/RFP minigene ratio, 48 h; active = well fitted inhibition curve with a large enough effect in the signal ratio, with a control signal flat, not every such curve was filed as active; inconclusive = small, poorly fitted or top-dose-only effect, or effect the other way, or a change in a side signal; the % refers to the signal ratio; note: potency is the fitted concentration of half-maximal effect; % is set by controls: 0 for no effect and ±100 for the full control effect
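S3 HeLa stable clones carrying a lamin A-EGFP splicing minigene plus DsRed2 were seeded at 600 cells/well in Opti-MEM with 2% FBS, pin-dosed and incubated 48 h at 37°C. Acumen cytometry (488 nm) gave the GFP/RFP total-intensity ratio.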
IMPase Li cell: IMPase inhibition in cells with lithium potentiation; hit rate 0.35% among 210,000; CHO-M1 cells, IP1 TR-FRET (IP-One), carbachol + lithium; Potency, µM (titrated, usually from 59.4 µM), inactives show at the highest dose activity, negative = IMPase inhibition, hits mostly inhibitors; AID 1457;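 note: IP1 builds up when IMPase is blocked and the TR-FRET signal falls; potency is the fitted concentration of half-maximal effect; plate controls were basal vehicle for no effect and high inhibitor control for full effect; nearly all actives have a fitted effect of over 50% in size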
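Test compounds were applied to CHO-M1 cells previously cultured for 16–30 h at 2000 per well. A small lithium amount accompanied them; after 30 min at 37C, IP1 was quantified by TR-FRET.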
aGal spleen mod: alpha-galactosidase A (human) modulation; P06280; human spleen homogenate, 4MU-alpha-Gal fluorescence, 40 min; Potency, µM (highest dose often 80 µM), for inactives: at the top dose activity change, negative = inhibition, most hits filed as inhibitors; hit rate 0.008% among 240,000; AID 2107;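 note: potency is the fitted concentration of half-maximal effect; 0% = enzyme with vehicle and -100% = no enzyme basal signal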
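Human spleen homogenate (1 ug) as enzyme source, 4-methylumbelliferyl-alpha-D-galactopyranoside 1 mM final, citrate/phosphate pH 5.0 with 0.01% Tween-20. Compounds 40 min at 37C, NaOH/glycine stop; fluorescence Ex 365/Em 440, Hill-fit AC50.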
NPSR antag: neuropeptide S receptor (human) antagonism, cAMP; AID 1461; hit rate 1% among 220,000; Potency, µM (series often up to 38.3 µM), inactives show top-dose activity change, negative = inhibition, actives largely listed as inhibitors; Q6W5P4; CHO-NPSR cells, cAMP TR-FRET, antagonist mode; note: potency is the fitted concentration of half-maximal effect; % is set by controls: 0 for no effect and ±100 for the full control effect; nearly all actives have a fitted effect of over 50% in size; many of its hits are not listed in these tables
Target sequence (Q6W5P4 whole entry, looked up): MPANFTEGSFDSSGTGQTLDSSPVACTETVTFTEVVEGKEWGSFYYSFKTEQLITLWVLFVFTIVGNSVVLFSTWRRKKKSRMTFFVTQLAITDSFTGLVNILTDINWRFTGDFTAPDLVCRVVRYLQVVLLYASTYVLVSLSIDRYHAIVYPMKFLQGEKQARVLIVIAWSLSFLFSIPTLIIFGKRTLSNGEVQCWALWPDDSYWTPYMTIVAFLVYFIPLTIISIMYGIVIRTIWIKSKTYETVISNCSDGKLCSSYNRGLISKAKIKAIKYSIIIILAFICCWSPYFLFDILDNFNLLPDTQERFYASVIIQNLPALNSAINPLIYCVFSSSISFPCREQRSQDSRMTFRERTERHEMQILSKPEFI
CBFb-RUNX1 inh: CBF-beta/RUNX1 interaction disruption; AlphaScreen CBFb-His/RUNX1-biotin binding, biochemical; Potency, µM (top dose mostly 59.8 µM), for inactives: at the top dose activity, negative = inhibition, hits mostly inhibitors; 230,000 tested, under 10 active; AID 1477; note: % of control where 0% means no effect
Target sequence (Q01196 whole entry, looked up): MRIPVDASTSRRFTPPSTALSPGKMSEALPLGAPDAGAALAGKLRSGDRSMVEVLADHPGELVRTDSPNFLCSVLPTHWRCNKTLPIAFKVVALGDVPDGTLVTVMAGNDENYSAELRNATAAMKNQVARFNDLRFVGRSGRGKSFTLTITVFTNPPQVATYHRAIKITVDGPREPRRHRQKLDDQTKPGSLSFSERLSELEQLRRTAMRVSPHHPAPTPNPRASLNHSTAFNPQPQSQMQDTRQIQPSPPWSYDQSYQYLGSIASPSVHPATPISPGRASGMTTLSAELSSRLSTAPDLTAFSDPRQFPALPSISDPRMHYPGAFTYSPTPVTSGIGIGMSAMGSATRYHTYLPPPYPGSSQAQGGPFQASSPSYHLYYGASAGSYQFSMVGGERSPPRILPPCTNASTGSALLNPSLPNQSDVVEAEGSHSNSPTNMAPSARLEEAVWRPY
Target sequence (Q13951 whole entry, looked up): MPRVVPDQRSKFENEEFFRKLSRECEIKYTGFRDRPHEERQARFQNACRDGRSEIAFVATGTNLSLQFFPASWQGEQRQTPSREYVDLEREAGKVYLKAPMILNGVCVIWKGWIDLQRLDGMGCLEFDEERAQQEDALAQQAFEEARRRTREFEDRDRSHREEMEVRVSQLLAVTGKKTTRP
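AlphaScreen binding: CBFb-His and RUNX1-biotin (30 nM each) preincubated 20 min, compound added for 15 min, then nickel and streptavidin beads for 90 min, all at room temperature. Disruption of the interaction by any mechanism counts as activity.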
* = called active by the depositor; ? = inconclusive; nt = no result given; [ ] = remark or other dose. Unless noted, calls come from the whole dose curve; as a rule, active = well fitted curve in the direction sought with a large enough effect; inconclusive = small, poorly fitted or top-dose-only effect, or another doubt; inactive = no such curve, though single readings can be large; an effect the other way counts as inactive or inconclusive.

SMILES	KinaseGlo FLuc	Epigenetic derep	LMNA splice mod	IMPase Li cell	aGal spleen mod	NPSR antag	CBFb-RUNX1 inh
CC(=O)/C(=N\Nc1ccc(Cl)cc1)Sc1nnc(-c2ccccc2)n1-c1ccccc1	0%	-1.0%	?	1%	6%	-58%	-9%
CC(C)N(Cc1nc2ccccc2[nH]1)C(C)C	0%	-1.0%	-8%	7%	4%	1%	1%
CC(C)Oc1ccc(Cc2n[nH]c(=S)n2Cc2ccccc2)cc1Cl	2%	-0.1%	?	2%	8%	-32%	0%
CCn1cc(C(=O)NCCN(C)CCc2ccccc2)c(=O)c2cc(S(=O)(=O)N(C)C)ccc21	1%	2.4%	-12%	10%	0%	-12%[46.1 µM]	7%
Cc1cc2oc(=O)cc(CN3CCN(S(=O)(=O)/C=C/c4ccccc4)CC3)c2cc1C	0%	1.0%	-3%	12%	3%	6%	6%
CC1(C)C(C=C(Cl)Cl)C1C(=O)N(Cc1cccc(Cl)c1)C1CCS(=O)(=O)C1 (centres undefined)	3%	-1.3%	2%	5%	-4%	-37%	0%
NC(=O)CSc1nc2cc3c(cc2c(=O)n1CCCC(=O)NCc1ccc2c(c1)OCO2)OCO3	1%	-1.1%	17%	-12%[38.3 µM]	?	-2%[46.1 µM]	3%
CCOC(=O)c1cc(OCC(=O)NC(C)C(C)C)cc(C(=O)OCC)c1 (centres undefined)	-1%	-2.1%	9%	6%[38.3 µM]	-6%	-12%[46.1 µM]	6%
Cc1onc(C(=O)NN)c1C(=O)N1CCN(C(c2ccccc2)c2ccccc2)CC1	1%	1.1%	nt	5%	-10%	-21%	-25%
NC(=O)[C@H]1CC2(CC(c3cccc(NC(=O)COc4ccc(Cl)cc4)c3)=NO2)CN1C(=O)CC(c1ccccc1)c1ccccc1 (some centres undefined)	nt	0.5%	nt	nt	9%	-30%	-26%
O=C(Nc1nnc(C2CC2)s1)c1ccc(Cl)c(S(=O)(=O)N2CCc3ccccc3C2)c1	-1%	0.0%	?	0%	-4%	-22%	1%
Cc1cc(NC(=O)CSc2ncnc3sccc23)no1	0%	-0.4%	10%[46 µM]	-4%	-6%	-3%	-1%
CCn1c(C)c(C(C)=O)c(N2CCC(C(N)=O)CC2)nc1=S	-3%	-0.7%	8%	-11%[38.3 µM]	-1%	-1%[46.1 µM]	-5%
CCc1cccc(OCCCCNCCCOC)c1	-3%	0.0%	4%	8%	1%	11%	-11%
O=C(NNS(=O)(=O)Cc1ccccc1)c1ccc([N+](=O)[O-])cc1	nt	0.0%	nt	nt	10%	4%	19%
CN(C)/C=C1/NC(=S)NC1=O	2%	-1.6%	-3%[46 µM]	14%	-1%	-11%	0%
O=C(c1nnc(Cc2ccc(Cl)cc2)o1)N1CCOCC1	5%	-0.8%	-2%	-3%	-1%	8%	2%[2.36 µM]
COc1ccc(C(=O)NNC(=O)CCn2nnc(-c3ccc(Cl)cc3)n2)cc1OC	4%	-5.0%	0%[46 µM]	7%	6%	7%	-2%
CCCN(Cc1cc2ccc(C)cc2[nH]c1=O)C(=O)c1cccnc1	2%	-1.1%	0%	18%[38.3 µM]	3%	-15%[46.1 µM]	-7%
C=CCSc1nc2ccccc2n1C(=O)/C=C/c1cc(OC)c(OC)c(OC)c1	-3%	?	?	27%[38.3 µM]	-1%	2.5µM*	3%
O=c1[nH]c(/C(=N\O)c2ccccc2)no1	1%	1.1%	14%	78%[activator][38.3 µM]	-2%	?	1%
O=c1c(CCc2ccccc2)nc2cnc(N3CCOCC3)nc2n1Cc1ccc(F)cc1	-4%	nt	nt	12%	-18%	nt	nt
NCCCC[C@@H]1NC(=O)[C@H](CCC(=O)O)NC(=O)c2cc([N+](=O)[O-])cc(I)c2NCC[C@@H](C(N)=O)NC1=O	3%	1.4%	?	-6%	-9%	17%	3%[2.36 µM]
O=C(O)C1=C[C@@H](c2csc3ccccc23)C[C@@H](OCc2ccc(CO)cc2)O1	nt	0.1%	nt	2%	5%	-4%	7%
O=C1C2Sc3[nH]c(=O)sc3C(c3ccccc3)C2C(=O)N1c1ccccc1 (centres undefined)	-4%	-0.9%	4%	-3%[38.3 µM]	1%	-16%[46.1 µM]	-2%
O=C1Nc2ccccc2/C1=C\c1cccn1-c1ccc(OC(F)(F)F)cc1	5%	-0.9%	?	5%	15%	?	-29%
CCCC1(C(=O)OCC)NC(c2ccc(N(C)C)cc2)C2C(=O)N(c3ccc4c(c3)OCCO4)C(=O)C21 (centres undefined)	0%	0.0%	-2%	-2%	1%	-10%[46.1 µM]	-13%
CCN(C(=O)CN1CCN(c2ccccc2O)CC1)c1c(N)n(Cc2ccccc2)c(=O)[nH]c1=O	-5%	-1.0%	-4%	35%[activator][38.3 µM]	-2%	-1%[46.1 µM]	-9%
CCCOc1ccc(CSC(CC(=O)O)C(=O)O)cc1 (centres undefined)	-1%	0.0%	-19%	4%[38.3 µM]	-13%	-11%[46.1 µM]	-1%
C/C(=N/Nc1nc(-c2ccccc2F)nc2ccccc12)c1ccccc1O	nt	5.8%	nt	nt	7%	-18%	-4%
Cn1nc(C(=O)N2CCCC2)c2ccccc2c1=O	3%	0.0%	7%	1%[38.3 µM]	0%	-7%[46.1 µM]	2%
CC(=O)N1[C@H](Cc2ccccc2)C=C[C@]1(C)C(=O)O	0%	-0.8%	nt	-7%	4%	nt	7%
Cc1ccc(C(=O)N[C@H](C(=O)OCC(=O)Nc2cccc(S(N)(=O)=O)c2)C(C)C)cc1	nt	0.2%	nt	nt	-4%	-3%	4%
Cc1cccc(NC(=O)/C=C/c2cccs2)n1	13µM*	3.0%	-10%	-5%[38.3 µM]	-8%	-19%[46.1 µM]	10%
Cc1ccc(S(=O)(=O)Oc2ccc(/C=N/NC(=O)c3cccnc3)cc2)cc1	-6%	11%	nt	20%	8%	-15%	-5%
Cc1cnc(CNc2nc(-c3ccc4c(c3)OCO4)nc3ccccc23)cn1	-3%	-2.9%	-4%	16%	-6%	nt	nt
Cc1cc(C)cc(N(CCC(=O)O)S(=O)(=O)c2ccc(Cl)cc2)c1	-1%	0.0%	4%	-7%	-13%	-13%[46.1 µM]	2%
CCOC(=O)c1sc2ncn(/N=C/c3ccccn3)c(=O)c2c1C	-2%	-0.7%	1%	-5%[38.3 µM]	-3%	10%[46.1 µM]	0%
Cc1noc2ncnc(Oc3ccc(C(C)(C)C)cc3)c12	0%	-1.0%	6%[46 µM]	0%	-18%	-5%	9%
COc1ccccc1C(=O)NC(=S)NNC(=O)c1sc2ccccc2c1Cl	2%	-2.1%	-6%	-1%	1%	5%	-3%

The last 3 compounds of the part above are carried over, then new ones follow:
SMILES	KinaseGlo FLuc	Epigenetic derep	LMNA splice mod	IMPase Li cell	aGal spleen mod	NPSR antag	CBFb-RUNX1 inh
CCOC(=O)c1sc2ncn(/N=C/c3ccccn3)c(=O)c2c1C	-2%	-0.7%	1%	-5%[38.3 µM]	-3%	10%[46.1 µM]	0%
Cc1noc2ncnc(Oc3ccc(C(C)(C)C)cc3)c12	0%	-1.0%	6%[46 µM]	0%	-18%	-5%	9%
COc1ccccc1C(=O)NC(=S)NNC(=O)c1sc2ccccc2c1Cl	2%	-2.1%	-6%	-1%	1%	5%	-3%
N#C/C(=C/c1ccc(N2CCCCC2)cc1)c1cccc(F)c1	-3%	2.0%	?	3%	1%	-19%	-26%
CNc1nc(SCc2ccccc2Cl)nc2c1CCCC2	4%	-0.9%	?	14%	5%	-24%[46.1 µM]	16%
COc1ccc(Nc2oc(-c3ccc(OC)cc3)nc2C#N)cc1	nt	1.1%	nt	nt	10%	2%	15%
O=C(NCc1ccco1)c1cc(-c2ccc3c(c2)OCO3)on1	-7%	0.0%	4%	-9%[38.3 µM]	5%	4%[46.1 µM]	1%
CCNCC(=O)Nc1ccc(N2CCOCC2)cc1	0%	-0.2%	nt	4%	-3%	20%	8%
Cc1n[nH]c(=O)nc1N1CCN(c2ccccc2)CC1	1%	1.1%	3%	-6%[38.3 µM]	-6%	-11%[46.1 µM]	5%
CC(C)(C)n1nc2c(c1NC(=O)c1ccc(S(=O)(=O)N3CCCC3)cc1)CSC2	2%	-1.4%	?	-6%[38.3 µM]	-2%	-20%[46.1 µM]	-9%
O=C(NN=C1CCCCCCCCCCC1)c1cccnc1	0%	-0.1%	4%[46 µM]	0%	1%	2%	7%
CC1=C(C(=O)Nc2ccccc2C)C2(CCCCC2)C(C(N)=O)C(=S)N1 (centres undefined)	2%	-3.2%	-2%	-7%	-2%	-3%	-6%
O=C(/C=C/c1ccccc1)Nc1nnc(-c2ccco2)o1	-2%	-0.8%	?	5%	-7%	2%	3%
Cc1nc2c(ccc3nc(NC(=O)c4ccc5c(c4)OCCO5)sc32)s1	-9%	0.8%	?	11%[38.3 µM]	-4%	-16%[46.1 µM]	?
Nc1c2c(nc3sc4c(c13)CCCCC4)CCCCC2	-3%	0.0%	-1%	12%	0%	-45%	2%
O=C(CCCCn1c(=O)c2ccccc2n(Cc2ccc(F)cc2)c1=O)NCc1ccco1	1%	0.0%	-13%	7%[38.3 µM]	1%	-20%[46.1 µM]	7%
O=c1[nH]c(CSc2nnc(-c3ccccc3)n2C2CCCCC2)nc2ccccc12	4%	-1.2%	2%	-6%[38.3 µM]	-7%	?	-3%
COc1ccc(NC(=O)Nc2cc3oc4ccccc4c3cc2OC)cc1	0%	0.0%	20%	1%[38.3 µM]	6%	-19%[46.1 µM]	-4%
CN(C)c1ccc(/C=C(\C#N)C(=O)NCc2ccco2)cc1	-2%	0.0%	-24%	-8%	2%	-18%	-2%
CCN(CC)CCN1C(=O)c2ccccc2NC1c1ccc(C)cc1 (centres undefined)	-3%	1.2%	-8%	24%[38.3 µM]	11%	1%[46.1 µM]	5%
Cc1ccc2nc(/N=C(\N)NC(=O)NC3CCCCC3)nc(C)c2c1	nt	3.0%	nt	nt	9%	-55%	-1%
Cc1cc(C(=O)CCl)c(C)n1Cc1ccco1	-1%	13µM*	nt	6%	-1%	-36%	-21%
O=C(NCc1ccc(Cl)cc1)c1ccc(CNc2c(N3CCOCC3)c(=O)c2=O)cc1	nt	2.9%	nt	nt	-17%	-4%	-1%
COc1cc(/C=N/N=C(N)N)ccc1OCc1ccccc1Cl	-2%	-5.2%	?	23%	-11%	-49%	-26%

Compound activity: PubChem BioAssay, National Center for Advancing Translational Sciences (NCATS)

A portion of the library, so the mix of outcomes need not match the whole.
